Screens: PubChem BioAssay, Broad Institute
PAX8 reporter: PAX8 transcriptional activity inhibition. RMG-I TPO-luciferase reporter, SteadyGlo, 24 h. hit rate 1.2% among 360,000. inhibition, % at 12.6 µM. AID 652154;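 active = mean replicate inhibition at least 60% with every replicate also reaching 60%; inconclusive = only one of the two criteria is met; inactive = mean below 60% and not all replicates reaching 60%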;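 also: luciferase light reporting Pax8 driven TPO promoter activity; plate controls were median of neutral control wells for no effect and mitoxantrone controls for full effect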
DENV2 CPE rescue: protects cells from dengue virus 2 cytopathic effect; DENV2-infected cells, cytopathic effect rescue, plate reader; CPE inhibition, % at 9.99 µM; hit rate 1.7% among 350,000; AID 651640; in the data active = CPE inhibition above about 20%, passing the limit was not always enough; inconclusive = no clear call, values can overlap the other calls; tested in BHK-21 cells;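 also: 0% = median of neutral control wells and 100% = median of positive control wells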
LGR2 inh: inhibitors of bursicon-induced Drosophila LGR2 receptor cAMP signaling; inhibition, % at 9.99 µM; AID 720647; hit rate 0.35% among 380,000; HEK293 LGR2, CRE-luciferase, bursicon-stimulated, 4 h;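 active = drop in luminescence signal, shown as inhibition above about 50% in the replicate tests, limit read from the data, passing the limit was not always enough; inconclusive = probably only some replicates passing the limit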;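 also: agonist challenge used bursicon conditioned medium at about half maximal strength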
EWS-Fli block: blocks EWS/Fli oncoprotein-driven transcription. AID 651661. A673 NR0B1-luciferase reporter, viability-normalised. inhibition, % at 12.6 µM. hit rate 0.67% among 350,000;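 active = mean inhibition of at least 50% after viability correction, with every replicate also passing that limit; inconclusive = mean reaches 50% but only one of two replicates passes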;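 also: firefly luciferase signal divided by Alamar Blue viability fluorescence both relative to DMSO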
SIRT5 block: inhibitors of human sirtuin-5 desuccinylase; Q9NXA8; Purified SirT5, succinyl-peptide AMC, trypsin-coupled fluorescence; inhibition, % at 15 µM; hit rate 1.1% among 330,000; AID 652115; in the data active = inhibition above about 15%; inconclusive = no clear call, values can overlap the other calls
Target sequence (Q9NXA8 whole entry, looked up): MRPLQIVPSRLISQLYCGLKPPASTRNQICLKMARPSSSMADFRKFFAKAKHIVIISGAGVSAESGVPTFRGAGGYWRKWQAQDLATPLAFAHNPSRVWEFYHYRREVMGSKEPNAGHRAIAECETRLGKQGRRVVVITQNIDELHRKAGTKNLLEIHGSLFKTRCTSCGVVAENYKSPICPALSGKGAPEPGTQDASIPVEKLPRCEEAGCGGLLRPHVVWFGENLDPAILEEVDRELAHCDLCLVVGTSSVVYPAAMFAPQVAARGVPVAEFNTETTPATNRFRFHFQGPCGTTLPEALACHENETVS
CASP6 VEID inh: inhibitors of human caspase-6; AID 686996; hit rate 0.53% among 350,000; inhibition, % at 12.5 µM; purified caspase-6, Z-VEID-R110 cleavage fluorescence;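 active = mean inhibition across replicates at least about 35%, with every replicate also reaching that limit, limit read from the data; inconclusive = only one of the two criteria met; inactive = neither criterion met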;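 also: 0% = median of neutral control wells and 100% = no fluorescence left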
Target sequence (P55212 24-179 limits assumed): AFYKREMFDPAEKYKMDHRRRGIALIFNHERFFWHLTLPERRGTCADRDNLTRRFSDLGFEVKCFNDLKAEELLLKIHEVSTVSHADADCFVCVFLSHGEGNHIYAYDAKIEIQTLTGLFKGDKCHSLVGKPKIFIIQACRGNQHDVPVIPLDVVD
Target sequence (P55212 194-293 limits assumed): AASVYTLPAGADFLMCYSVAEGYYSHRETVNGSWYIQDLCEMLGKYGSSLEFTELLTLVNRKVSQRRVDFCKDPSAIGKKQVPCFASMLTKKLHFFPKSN
ARNT TACC3 PPI: ARNT/TACC3 interaction disruption; hit rate 0.66% among 390,000; AlphaScreen His-ARNT PAS-B/GST-TACC3 binding, luminescence; TACC3 fragment carries E629A point mutation; AID 623870; inhibition, % at 9.99 µM; Q9Y6A5;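 active = mean inhibition of replicates at least 50% and at least half of replicates each reaching 50%; inconclusive = half or more replicates reach 50% but mean below 50%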;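 also: 0% = complete ARNT plus TACC3 wells and 100% = ARNT alone without TACC3; many hits fall short of the cut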
* marks the source's active call; other numbers are inactive results; ? = inconclusive; / = not tested or not shown.

SMILES | PAX8 reporter | DENV2 CPE rescue | LGR2 inh | EWS-Fli block | SIRT5 block | CASP6 VEID inh | ARNT TACC3 PPI
COC(=O)c1ccccc1NC(=O)c1onc(C)c1Cl | 17 | -6 | -4 | -7 | -4 | -2 | -11
O=C(CSc1nnc(Nc2ccccc2)s1)NCc1ccco1 | -4 | / | -15 | / | 0 | 0 | -2
C[C@@H]1CN([C@H](C)CO)C(=O)c2cc(/C=C/c3ccccc3)cnc2O[C@@H]1CN(C)C(=O)c1ccc(F)cc1 | / | -10 | 8 | -1 | -13 | 0 | 0
NC(=O)C1(N2CCCCC2)CCN(C(=S)Nc2ccc(S(N)(=O)=O)cc2)CC1 | 13 | 2 | 4 | 4 | 0 | 0 | -3
C[C@@H]1CN([C@H](C)CO)C(=O)Cc2cc(NC(=O)Cn3cnnn3)ccc2O[C@H]1CN(C)S(C)(=O)=O | 12 | -2 | 4 | -6 | / | / | 1
CCOC(=O)c1ccc(NC(=O)O[C@H]2[C@H](OC(=O)Nc3ccc4c(c3)OCO4)[C@@H](OC(=O)Nc3ccc4c(c3)OCO4)[C@@H](OC)O[C@@H]2CO)cc1 | 21 | -3 | / | 2 | 7 | 3 | /
CCOC(=O)Cn1c(C)c(Br)c(COC)c(C#N)c1=O | -7 | -2 | -6 | 10 | 4 | 1 | -5
CC=Cc1ccc2n(c1=O)C[C@H]1[C@H](CO)[C@@H](C(=O)NCC)N(Cc3nccs3)[C@@H]21 (mixture of isomers) | -11 | -5 | 13 | -5 | -6 | -1 | 3
CC(Sc1nc2ccccc2s1)C(=O)N(C)Cc1ccccc1 (stereo unspecified) | 15 | 5 | 15 | -1 | 8 | -2 | -15
CC(C)CC#Cc1cnc2c(c1)C(=O)N([C@H](C)CO)C[C@H](C)[C@H](CN(C)S(=O)(=O)c1cccs1)O2 | / | -2 | -11 | 7 | 5 | 1 | -1
O=C(CSc1nnc2c(n1)[nH]c1ccccc12)Nc1ccc(N2CCOCC2)cc1 | -2 | 3 | -15 | -4 | -2 | 1 | -1
CCOc1ccc(NS(=O)(=O)c2ccc3[nH]c(=O)[nH]c3c2)cc1 | 47 | 10 | 18 | 15 | -6 | -1 | 6
COc1cc(OC)cc(-c2ncc3ccccn23)c1 | / | / | 5 | / | 3 | 5 | 7
Cc1ccc(-n2c(=O)c3c(n4cnnc24)-c2ccccc2CC32CCCCC2)cc1 | -4 | / | 14 | / | / | / | 4
CCCNC(=O)N1[C@@H](CO)[C@@H](c2ccc(C3=CCCC3)cc2)[C@@H]1CNC(C)=O | 2 | 10 | -11 | -3 | / | / | -6
COCC(=O)Nc1ccc2c(c1)C(=O)N(C)[C@H]1CC[C@@H](CC(=O)NCCCN(C)C)O[C@H]1CO2 | -58 | -9 | 20 | -10 | -4 | 1 | /
FC(F)(F)c1ccccc1CN1CCCc2nc(-c3ccc(Br)cc3)ccc21 | -42 | 42* | -5 | -62 | / | -2 | /
C[C@@H]1CN([C@@H](C)CO)C(=O)c2cc(NS(=O)(=O)c3cccs3)ccc2O[C@@H](C)CCCCO[C@H]1CN(C)C(=O)c1ccccc1 | 7 | 14 | -4 | 7 | -1 | 20 | -3
O=C(CSC1=NCCS1)Nc1ccc2ccccc2c1 | -19 | 2 | -51 | -29 | 0 | 2 | -5
CCC(=O)N[C@@H]1C=C[C@@H](CC(=O)NCc2ccc(OC)cc2)O[C@@H]1CO | -1 | -4 | 0 | 5 | 1 | 1 | -3

Some of these compounds in order of their number in DENV2 CPE rescue, falling.
| mol | DENV2 CPE rescue |
| --- | --- |
| NC(=O)C1(N2CCCCC2)CCN(C(=S)Nc2ccc(S(N)(=O)=O)cc2)CC1 | 2 |
| CCOC(=O)Cn1c(C)c(Br)c(COC)c(C#N)c1=O | -2 |
| CC=Cc1ccc2n(c1=O)C[C@H]1[C@H](CO)[C@@H](C(=O)NCC)N(Cc3nccs3)[C@@H]21 (mixture of isomers) | -5 |

Carrying on.
SMILES | PAX8 reporter | DENV2 CPE rescue | LGR2 inh | EWS-Fli block | SIRT5 block | CASP6 VEID inh | ARNT TACC3 PPI
CCOC(=O)C1(Cc2cccc(Cl)c2)CCCN(C(=O)c2ccnn2C)C1 (stereo unspecified) | -27 | 17 | -17 | -45 | -2 | -1 | 1
CO[C@@H]1CN(C)C(=O)c2cc(NC(=O)Nc3ccccc3)ccc2OC[C@@H](C)NC[C@@H]1C | 4 | 4 | 7 | -4 | -3 | -2 | -5
O=C(c1ccccn1)N1C[C@H]2[C@@H](c3ccccc31)[C@H](CO)N2C(=O)Nc1ccccc1Cl | 2 | 13 | -4 | 3 | 4 | -2 | 7
Cc1cc(C(=O)NC2=NCCS2)c2ccccc2n1 | 16 | -2 | -10 | 9 | -2 | -1 | -4
Cc1ccc(N(C)S(=O)(=O)c2cccc(C(=O)N(C)Cc3cnn(-c4ccccc4)c3)c2)cc1 | 19 | -3 | 17 | -38 | -1 | 2 | 2
CN1C(=O)CSc2ccc(NC(=O)N3CCN(c4ccccc4)CC3)cc21 | -21 | -3 | 18 | 8 | 0 | 2 | 0
CCCN(CC(=O)Nc1ccccc1OC)C(=O)c1ccc(COc2ccccc2)o1 | -2 | ? | -8 | 10 | 4 | 2 | /
O=C(N/C(=C/c1ccccc1F)C(=O)N1CCCCC1)c1ccccc1 | -8 | -5 | 5 | -5 | -2 | -3 | -1
O=c1c2ccccc2nc(/C=C/c2cccnc2)n1CCc1ccccc1 | 12 | -18 | 20 | 10 | 3 | 6 | -6
COc1ccc(C2c3[nH]c4ccccc4c3C[C@H]3C(=O)N(CC(C)C)CC(=O)N23)c(OC)c1 (stereo partly specified) | 0 | -2 | -5 | 11 | -4 | 0 | 9
O=C(CN1CCOCC1)N1CCOCC1 | 3 | -10 | / | -9 | 1 | 3 | -8
Cc1cccc(OCC(=O)OCC(=O)N(CC(C)C)c2c(N)n(Cc3ccccc3)c(=O)[nH]c2=O)c1C | 6 | 2 | 9 | 8 | 2 | 0 | 2
Cc1cccc(NC(=S)Nc2ccccn2)c1 | -74 | 0 | -36 | -75 | 20* | -2 | 0
COc1ccc(C(=O)C2CCN(CC(=O)Nc3ccc(C)cc3)CC2)cc1 | 4 | 8 | 6 | 3 | -2 | 2 | -2
CC(=O)N1c2ccc(S(=O)(=O)N3CCC(C(=O)N4CCN(c5ccccc5)CC4)CC3)cc2CC1C (stereo unspecified) | -3 | -3 | 18 | -2 | 2 | -1 | -9
Cc1ccc2c(c1)COc1c3ccc(C(=O)NC(C)C)cc3nn1-2 | -156 | -15 | -54 | -190 | / | -2 | -2
Cc1cc([N+](=O)[O-])nn1CC(=O)Nc1sc2c(c1C(N)=O)CCCC2 | -13 | 4 | 17 | 9 | -8 | 2 | 6
O=C(N/N=C/C=C\c1ccccc1[N+](=O)[O-])c1cccnc1 | 4 | 3 | 2 | 8 | 5 | -2 | 10
Cc1ccccc1-c1cnc2c(c1)C(=O)N([C@@H](C)CO)C[C@@H](C)[C@H](CN(C)C(=O)c1ccncc1)O2 | / | -9 | -4 | -5 | -2 | 2 | 0
COc1ccc(S(=O)(=O)N(C)CC(=O)NCc2ccccn2)cc1 | -11 | 13 | 4 | -8 | 1 | 3 | 1

Pulled one by one from above:
SMILES | PAX8 reporter | DENV2 CPE rescue | LGR2 inh | EWS-Fli block | SIRT5 block | CASP6 VEID inh | ARNT TACC3 PPI
Cc1cc(C(=O)NC2=NCCS2)c2ccccc2n1 | 16 | -2 | -10 | 9 | -2 | -1 | -4
CCCN(CC(=O)Nc1ccccc1OC)C(=O)c1ccc(COc2ccccc2)o1 | -2 | ? | -8 | 10 | 4 | 2 | /
O=C(N/N=C/C=C\c1ccccc1[N+](=O)[O-])c1cccnc1 | 4 | 3 | 2 | 8 | 5 | -2 | 10
CCOC(=O)C1(Cc2cccc(Cl)c2)CCCN(C(=O)c2ccnn2C)C1 (stereo unspecified) | -27 | 17 | -17 | -45 | -2 | -1 | 1

Taken from above:
Cc1cc(C(=O)NC2=NCCS2)c2ccccc2n1 – PAX8 reporter: 16
CCCN(CC(=O)Nc1ccccc1OC)C(=O)c1ccc(COc2ccccc2)o1 – LGR2 inh: -8
Cc1cc([N+](=O)[O-])nn1CC(=O)Nc1sc2c(c1C(N)=O)CCCC2 – ARNT TACC3 PPI: 6
Cc1ccc(N(C)S(=O)(=O)c2cccc(C(=O)N(C)Cc3cnn(-c4ccccc4)c3)c2)cc1 – DENV2 CPE rescue: -3
O=C(N/C(=C/c1ccccc1F)C(=O)N1CCCCC1)c1ccccc1 – DENV2 CPE rescue: -5

Continuation.
SMILES | PAX8 reporter | DENV2 CPE rescue | LGR2 inh | EWS-Fli block | SIRT5 block | CASP6 VEID inh | ARNT TACC3 PPI
O=C(CSc1nnc(CNC(=O)c2ccccc2F)o1)Nc1cccc(C(F)(F)F)c1 | -4 | 2 | 5 | / | -1 | 0 | -1
COc1ccc(NC(=O)c2cccc(S(=O)(=O)N3CCCC3)c2)cc1OC | 3 | -7 | -3 | 6 | -1 | 3 | -20
C[C@@H]1CN([C@H](C)CO)C(=O)c2cccc(NC(=O)Nc3ccccc3)c2O[C@H]1CN(C)Cc1ccc(Cl)c(Cl)c1 | 13 | -8 | -1 | 3 | -2 | -2 | 7
NS(=O)(=O)c1ccc(CCNCc2cccnc2)cc1 | 3 | 1 | 2 | 10 | -1 | -4 | -4
O=C(NCC[C@@H]1CC[C@@H](NC(=O)C2CCC2)[C@@H](CO)O1)c1ccc(F)cc1 | 1 | -4 | -3 | 0 | 0 | 2 | 1
COc1ccccc1OCC(=O)Nc1cc(S(=O)(=O)N2CCCCC2)ccc1N1CCCCC1 | -9 | / | 17 | 9 | 2 | -2 | -23
CCCC(=O)Nc1ccc2c(c1)OC[C@H](C)N(C(=O)c1ccncc1)C[C@@H](C)[C@@H](OC)CN(C)C2=O | 1 | -1 | -20 | -5 | -3 | -1 | 1
Cc1ccc(NC(=O)NC2CCCCC2)cc1S(=O)(=O)N1CCOCC1 | 25 | -6 | 2 | -2 | -1 | 1 | -3
O=C(OCc1ccccc1F)c1cc(S(=O)(=O)N2CCCCC2)ccc1N1CCOCC1 | 6 | 1 | -1 | 2 | -1 | -2 | /
CCOc1ccccc1N(CC(=O)NCCc1ccccc1)C(=O)CCC(=O)Nc1ccccn1 | 18 | 11 | 15 | 7 | -3 | 2 | -1
C[C@H]1CN([C@@H](C)CO)C(=O)Cc2cc(NC(=O)c3ccncc3)ccc2O[C@@H]1CN(C)Cc1ccc(C(=O)Nc2ccccc2N)cc1 | -20 | -11 | 17 | -7 | 11 | 0 | /
COc1ccc(/C=C/C(=O)Nc2cccc(F)c2)cc1S(=O)(=O)N1CCOCC1 | -10 | / | 13 | -18 | -1 | -1 | 10
COc1ccc(S(=O)(=O)Nc2ccc3c(c2)CC(=O)N([C@@H](C)CO)C[C@H](C)[C@@H](CN(C)C(=O)Nc2ccc(F)cc2)O3)cc1 | 4 | -3 | 6 | -7 | / | / | -1
O=C(NC1CCC1)[C@@H]1[C@@H](CO)[C@@H]2Cn3c(ccc(-c4ccncc4)c3=O)[C@H]1N2Cc1cocn1 | -12 | -10 | 0 | -2 | -7 | -2 | -6
Cc1cc(C(=O)Nc2cccc3c2O[C@@H](CN(C)C(=O)Nc2cccc4ccccc24)[C@H](C)CN([C@H](C)CO)C3=O)n(C)n1 | 9 | -4 | -4 | -3 | 0 | 4 | -2
O=C(C[C@@H]1C=C[C@@H](NC(=O)C2CCOCC2)[C@H](CO)O1)NCc1ccncc1 | 7 | -6 | 14 | -2 | -6 | 4 | 5
COc1cc2nc(C3CCC3)nc(N3CCN(c4ccccc4OC)CC3)c2cc1OC | 89* | -8 | 20 | 11 | 1 | 3 | 6
Cc1ccc2c(C)c(C(=O)N3CCN(C4CCS(=O)(=O)C4)CC3)oc2c1C (stereo unspecified) | -2 | 14 | -11 | -4 | -7 | -3 | -16
CCOC(=O)NC1(Nc2ccc(C)cc2)Oc2ccccc2O1 | -26 | ? | / | 36 | -1 | 7 | 1
